Sm TGR block: inhibitors of Schistosoma mansoni thioredoxin glutathione reductase; 360,000 tested, 3% active; AID 485364; purified TGR, DTNB reduction, TNB absorbance 405 nm; Potency, µM (titrated, usually from 114 µM), inactives show at the highest dose activity change, negative = inhibition, actives largely listed as inhibitors; Q962Y6; active = well fitted inhibition curve with a large enough effect; note: nearly all actives have a fitted effect of over 60% in size
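Kinetic colorimetric format: TGR-catalysed, NADPH-driven DTNB reduction monitored via TNB absorbance. Enzyme dispensed at 20 nM; compound exposure 15 min at room temperature before reaction start.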
Numbers without * were called inactive. % is set by controls: 0 for no effect and ±100 for the full control effect; potency is the fitted concentration of half-maximal effect. A portion of the library; rates above refer to the full screens.

Compound | Sm TGR block
CCOc1ccc(C2C(C(=O)Nc3ccccc3)=C(C)Nc3nc(-c4ccccc4)nn32)cc1OC (stereo unspecified) | -9%
Cc1ccsc1CN(Cc1ccco1)C(=O)c1ccc(Cl)cc1 | -17%
Cc1noc2ncnc(NCc3ccc(Cl)cc3)c12 | -4%
COc1ccc(-c2noc(-c3cc(-c4ccc(F)cc4)n[nH]3)n2)cc1 | 3%
COc1cc(OC)c(NC(=O)CCc2c(C)nc3c4c(C)cc(C)nc4nn3c2C)cc1Cl | -16%
COc1cc(-c2nc3sccn3c2Nc2cccc(C)c2)ccc1O | -2%
COc1ccc(NC(=O)CN(c2ccc(C)cc2)S(=O)(=O)c2cccs2)cc1OC | -17%
CCc1nnc2c(N3CCN(c4cccc(C(F)(F)F)c4)CC3)nc3ccccc3n12 | 7%
CCOc1ccccc1CNC(=O)CCCn1c(=O)c2cccn2c2ccc(F)cc21 | -4%
O=c1c(-c2cc(-c3ccccc3)nc3c2COc2ccccc2-3)coc2ccc(Cl)cc12 | -5%
Cc1ccc(OCc2nc3ccccc3n2CCOc2ccc(Cl)cc2)cc1 | 8%
COc1cccc(CNC(=O)c2ccc3c(Cl)c4c(nc3c2)CCCC4)c1 | -10%
CC(C)Oc1ccc(CNC(=O)CCCN2C(=O)c3cccnc3Oc3ccc(Cl)cc32)cc1 | 1%
CC(C)(C)c1ccc(C(=O)N(Cc2ccc(F)cc2)Cc2ccco2)cc1 | 6%
Cc1ccc2onc(CNC(=O)N3CCN(c4cccc(C)c4C)CC3)c2c1 | 11%
COC(=O)c1sc(N2C(=O)c3oc4ccc(C)cc4c(=O)c3C2c2ccc(O)c(OC)c2)nc1C (stereo unspecified) | 0%
CCCc1nn2c(=O)cc(COc3ccc(/C=C(\C#N)C(=O)Nc4ccc(F)cc4)cc3)nc2s1 | -4%
CN(CC(=O)Nc1ccc(Cl)cc1F)S(=O)(=O)c1ccc2c(c1)n(C)c(=O)c(=O)n2C | -7%
O=C(COc1ccc(Cl)cc1)Nc1ccccc1OCc1cc(=O)n2ccccc2n1 | 2%
Cc1ccc2c(c1)N(C(=O)Nc1ccc(Br)cc1F)CCO2 | 12%
COc1ccc(-c2cc(C(F)(F)F)nc(SCC(=O)NCC(C)C)n2)cc1OC | 2%
CCc1cccc(C)c1NC(=O)C(C)Sc1nc2c(c(=O)[nH]1)CCCC2 (stereo unspecified) | -8%
Cc1ccc(Cn2c(CNC(=O)Cc3cccc([N+](=O)[O-])c3)nc3cccnc32)cc1 | 0%
CCOc1ccc(S(=O)(=O)N2CCN(c3cc(Cl)ccc3Cl)CC2)c2ccccc12 | -1%
Cc1cccc(N2CCN(CCCNC(=O)c3nnc(Cc4c(F)cccc4Cl)o3)CC2C)c1 (stereo unspecified) | 0%
COc1cc(NC(=O)CC(c2ccc(C)cc2)N2Cc3ccccc3C2=O)cc(OC)c1 (stereo unspecified) | 4%
CCc1nnc(NC(=O)c2nc(SC)ncc2Cl)s1 | 3%
CCc1cccc2sc(N3CCN(C(=O)c4cc5ccccc5cc4OC)CC3)nc12 | 2%
Cc1ccc(OCC(=O)Nc2nnc(S(=O)(=O)N3c4ccccc4CC3C)s2)cc1 (stereo unspecified) | 10%
CCCCNC(=O)CCCCCn1c(=O)[nH]c2ccccc2c1=O | 30%
Cc1ccc(C)c(NC(=O)CSc2cn(CC(=O)N3CCCCC3)c3ccccc23)c1 | -5%
CC1(C)CC(=O)c2cc(-c3nc(-c4ccc(Cl)cc4)cs3)c(=O)[nH]c2C1 | 8%
Cc1ccc(Cl)cc1NC(=O)c1cc(-c2ccc3c(c2)OCCO3)on1 | -4%
COc1ccc2c(c1)cc(CNc1ccc(OC)c(OC)c1)c(=O)n2CC(=O)Nc1ccccc1C | -23%
Cc1ccc(-c2noc(-c3ccccc3OCC(=O)Nc3ccccc3[N+](=O)[O-])n2)cc1 | 8%
COc1cccc(NC(=O)CN2C(=O)CSc3ccc(S(=O)(=O)N4CCCC4)cc32)c1 | -8%
COc1cc(OC)c(OC)cc1CNCCCSc1nnnn1C | -13%
Cc1ccc(Cl)cc1N(C)C(=O)c1cnc(N2CCOCC2)c2ccccc12 | 0%
COc1ccc(NC(=O)CCc2nc3cccnc3n2-c2ccccc2)cc1Cl | 3%
COc1ccc(-c2cc(C(F)(F)F)n3nc(C(=O)Nc4cc(C)ccc4C)cc3n2)cc1 | -4%
Cc1cccc(CSc2cn(CC(=O)N3CCCCCC3)c3ccccc23)c1 | 2%
CCc1cccc(NC(=O)c2cc3c(=O)oc4ccc(C)cc4c3s2)c1 | -2%
COc1cc(-c2oc3ccc(C)cc3c(=O)c2O)cc(OC)c1OC | 9%
CCOc1cc(C2c3c(oc4ccc(F)cc4c3=O)C(=O)N2Cc2ccc(C)cc2)ccc1O (stereo unspecified) | -2%
COc1ccc(CCNC(=O)CCn2c(=O)c3ccccc3n(CC(=O)Nc3cccc(C)c3)c2=O)cc1OC | 14%
Cc1nn2c3c(cnc2c1-c1ccc(Cl)cc1)C(=O)CC(c1ccc(C(C)C)cc1)C3 (stereo unspecified) | 1%
CCOC(=O)c1cc(OC(=O)c2ccccc2C)n(-c2ccccc2)n1 | 5%
CCOc1ccccc1NC(=O)CN(CCc1ccccc1)S(=O)(=O)c1ccc(C)cc1 | -7%
COc1cccc(-c2nnc3n(CCc4ccccc4)c(=O)c4ccccc4n23)c1O | -8%
COc1cccc(CNC(=O)NCc2noc3ccc(C)cc23)c1 | 0%

Next entries
Compound | Sm TGR block
Cc1cc(C)c(Cn2c(=O)n(-c3ccccc3Cl)c(=O)c3c(C)c(C(=O)N(C)C)sc32)c(C)c1 | 6%
Cc1ccccc1C(=O)N(Cc1ccc(N(C)C)cc1)Cc1ccco1 | 3%
O=C(Nc1ccc2nc(SCC(=O)N3CCOCC3)sc2c1)c1cccc(F)c1 | 1%
O=C(NCCc1ccc(Cl)cc1)C1CCN(S(=O)(=O)c2ccc3[nH]ccc3c2)CC1 | 0%
CCCOc1ccc(C(=O)Nc2ccc3nn(-c4ccc(OC)c(Cl)c4)nc3c2)cc1 | 4%
C=Cc1ccc(CN2C(=O)N(c3ccc(CC)cc3)S(=O)(=O)c3ccccc32)cc1 | 5%
CCS(=O)(=O)c1ncc(Cl)c(C(=O)Nc2ccccc2)n1 | 7.9µM*
Cc1ccc(-c2nc3ncccc3o2)cc1NC(=O)COc1ccc(C(C)C)cc1 | -14%
CCN(c1cccc(C)c1)S(=O)(=O)c1c(C)nc2sc(C)cn2c1=O | 2%
COc1ccc(-c2cc(C(F)(F)F)nc(SCC(=O)N3CCC(C)CC3)n2)cc1 | 5%
COc1ccc(NC(=O)C(NC(=O)C2CCC(C)CC2)C(C)C)cc1 (stereo unspecified) | -4%
CC1CCN(S(=O)(=O)c2ccc3c(c2)c(=O)c(C(=O)NCCc2ccccc2)cn3C)CC1 | 10%
COc1ccccc1-c1cc(C(F)(F)F)nc(S(=O)(=O)CCCC(=O)Nc2ccccc2F)n1 | -35%
Fc1ccc(-n2ncc3c(Nc4ccc(Oc5ccc(Cl)cc5)cc4)ncnc32)cc1 | 6%
COc1ccc(N2CC(NC(=O)CCCc3ccccc3)CC2=O)cc1 (stereo unspecified) | 7%
CC(C)Cn1c(/C=C/c2ccc(F)cc2)nc2ccccc21 | 4%
Cn1c(=O)c2sccc2n2c(CCCC(=O)Nc3ccc(Oc4ccccc4)cc3)nnc12 | -3%
COc1ccc(CNC(=O)Cn2ncc3c(=O)oc4ccccc4c32)c(OC)c1 | 2%
CCc1nn(CC(=O)NCCC(C)C)c(=O)c2cc3occc3n12 | -2%
Cc1ccc(C)c(N2CCN(C(=O)NCc3noc4ccccc34)CC2)c1 | 8%

Cc1cccc(CN2C(=O)c3ccccc3Sc3ccc(C(=O)NCCc4ccccc4)cc32)c1
  Sm TGR block: 6%

Cc1cccc(NC(=O)CS(=O)(=O)c2cccc3nsnc23)c1
  Sm TGR block: -12%

COc1ccc(C(=O)Nc2nc3c(s2)Cc2c(Br)ccc(OC)c2-3)cc1OC
  Sm TGR block: -18%

COc1cc(OC)c(NC(=O)NC(C)c2c(-n3cccc3)sc(C)c2C)cc1Cl (stereo unspecified)
  Sm TGR block: -7%

Cc1oc2c(c1C(=O)Nc1cccc(Br)c1)C1=NCCN1C=N2
  Sm TGR block: -2%

Cc1ccc(-c2c3c(=O)n(C)c(=O)n(C)c3c3c(C)nc4ccccc4n23)cc1
  Sm TGR block: 1%

CCN1CCN(c2ncc3c(n2)CCN(Cc2ccc(Br)s2)C3)CC1
  Sm TGR block: 4%

N#C/C(=C/c1ccc(Cl)cc1)c1nc(-c2ccc(Br)cc2)cs1
  Sm TGR block: -2%

CCOc1ccc(S(=O)(=O)NCc2ccc3c(c2)CCN3C(=O)c2ccc(C)cc2)cc1
  Sm TGR block: 1%

CCOC(=O)c1cc(S(=O)(=O)N2CCN(c3cc(Cl)ccc3C)CC2)[nH]n1
  Sm TGR block: 1%

Cc1cc(=O)n(Cc2cccc(Br)c2)c2c1c(C)nn2-c1ccccc1
  Sm TGR block: 7%

Cc1cc(NC(=O)c2cccn(Cc3cccc([N+](=O)[O-])c3)c2=O)no1
  Sm TGR block: 2%

O=C(CCn1c(=O)c2cccn2c2cccnc21)Nc1ccccc1Br
  Sm TGR block: 7%

Cc1ccc(CCNC(=O)c2nn(C)c3c2CSc2ccccc2-3)cc1
  Sm TGR block: 25%

Cc1cc(C)cc(OCC(=O)N(Cc2ccc(C)o2)C2CCS(=O)(=O)C2)c1 (stereo unspecified)
  Sm TGR block: -2%

CCOc1ccccc1NC(=O)C1CCCN(c2ncnc3onc(-c4ccc(F)cc4)c23)C1 (stereo unspecified)
  Sm TGR block: 12%

Cc1ccc(N(C)C(=O)C2CCN(S(=O)(=O)c3cn(C)cn3)CC2)cc1
  Sm TGR block: 1%

COc1ccc(OCC(=O)Nc2ccc3nn(-c4ccc(OC)cc4)nc3c2)cc1
  Sm TGR block: 1%

COc1cc(Cl)c(NC(=O)C2CCN(S(=O)(=O)c3c(C)noc3/C=C/c3ccccc3F)CC2)c(OC)c1
  Sm TGR block: 1%

O=c1cc(COc2ccc(Cl)cc2Cl)nc2scc(-c3ccccc3)n12
  Sm TGR block: -11%

CCOC(=O)c1c(C)oc2nc(C)nc(NCc3cccc(Cl)c3)c12
  Sm TGR block: 6%

CCOc1ccccc1C(=O)N(Cc1cccs1)c1ccc(Cl)cc1
  Sm TGR block: 4%

CCc1cc2c(cc3c(=O)n(CC(=O)N4CCC(C)CC4)nc(CC)n32)s1
  Sm TGR block: 0%

CCOc1ccc2nc(N3CCCC(C(=O)NCc4ccccc4OC)C3)sc2c1 (stereo unspecified)
  Sm TGR block: 4%

CNC(=O)C1CCC(Cn2c(=O)c3sccc3n(CC(=O)NCc3ccc(C)cc3)c2=O)CC1 (stereo unspecified)
  Sm TGR block: -1%

O=c1c2oc3ccccc3c2n(Cc2ccc(Cl)cc2)c(=O)n1Cc1ccc2c(c1)OCO2
  Sm TGR block: -1%

Cc1cc(C)cc(NC(=O)CCc2c(C)nc3nc(CNC(=O)c4cccc(F)c4)nn3c2C)c1
  Sm TGR block: 8%

CCc1cccc(C)c1NC(=O)CN1C(=O)C2(SCC(=O)N2c2cccc(F)c2)c2ccccc21 (stereo unspecified)
  Sm TGR block: -6%

CSc1nc(Nc2cccc(C)c2)c(C#N)c(-c2ccccc2)n1
  Sm TGR block: 5%

O=C(Nc1cccc(-c2nc3ccccc3o2)c1)C(F)(F)F
  Sm TGR block: 3%

COc1cc2[nH]c(=O)n(CCCCCC(=O)N3CCN(c4cccc(C(F)(F)F)c4)CC3)c(=O)c2cc1OC
  Sm TGR block: -8%

Cc1cc(C)c(NC(=O)Cn2nnc(-c3nc(-c4ccncc4)no3)c2N)c(C)c1
  Sm TGR block: 1%

COCCCNC(=O)CSc1nc2cc3c(cc2c(=O)n1CCCCCC(=O)NCCc1ccc(OC)c(OC)c1)OCO3
  Sm TGR block: -3%

CCn1cc(C(=O)N2CCN(c3ccc(OC)cc3)CC2)c(=O)c2cc(S(=O)(=O)N(C)C3CCCCC3)ccc21
  Sm TGR block: -1%

Cc1c(Cl)cccc1NC(=O)Cn1c(=O)n(Cc2ccco2)c(=O)c2sc3ccccc3c21
  Sm TGR block: -26%

COc1ccc(CNC(=O)CSc2nnc(C)c3c(C)n(-c4ccccc4)nc23)c(OC)c1
  Sm TGR block: 2%

CCCCNC(=O)CSc1nc2ccccc2nc1Cc1ccc(Cl)cc1
  Sm TGR block: -1%
